NTMT1 inh: inhibitors of human N-terminal methyltransferase NTMT1. 59,000 compounds, 2.5% hits. AID 1645870. Q9BV86. NTMT1 MTase-Glo SAH luminescence, purified enzyme. Potency, µM (top dose mostly 114 µM), without a hit: at the top dose activity change, negative = inhibition, most hits filed as inhibitors;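 also: potency is read from the fitted curve at half-maximal effect; plate controls were DMSO vehicle for no effect and no enzyme for full effect; nearly all actives have a fitted effect of over 65% in size; many of its hits are not listed in these tables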
Target sequence (Q9BV86 whole entry, looked up): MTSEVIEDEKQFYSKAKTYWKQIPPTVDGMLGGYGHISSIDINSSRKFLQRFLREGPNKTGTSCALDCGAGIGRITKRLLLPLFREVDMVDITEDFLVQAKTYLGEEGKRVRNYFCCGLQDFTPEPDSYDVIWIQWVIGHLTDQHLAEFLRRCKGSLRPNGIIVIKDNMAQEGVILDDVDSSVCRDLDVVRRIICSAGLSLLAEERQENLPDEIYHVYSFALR
p53null 32C kill: p53 null cell cytotoxicity, permissive temperature; H1299-neo p53 null cells, ATP luminescence, 24 h, 32C; Potency, µM (series often up to 46.1 µM), for inactives: at the highest dose activity change, negative = cytotoxicity, usual class: cytotoxic; 55,000 compounds, 0.62% hits;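 also: potency is read from the fitted curve at half-maximal effect; 0% = DMSO only and -100% = full killing by 100 µM tamoxifen; nearly all actives have a fitted effect of over 55% in size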
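Overnight 37C seeding (600 cells/well) of H1299-neo preceded a 24 hr, 32C exposure to compounds up to 46 uM. ATP levels, read by luminescence after 20 min at RT, indicated surviving cells.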
p53null 39C tox: p53 null cell cytotoxicity, nonpermissive temperature; H1299 p53-null (neo) cells, 39C, ATPlite viability, 24 h; Potency, µM (highest dose often 46.1 µM), for the others: at the top dose activity, negative = cell killing, actives largely listed as cytotoxic; 55,000 compounds, 0.97% hits;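 also: potency is read from the fitted curve at half-maximal effect; 0% = DMSO only and -100% = full killing by 100 µM tamoxifen; nearly all actives have a fitted effect of over 50% in size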
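H1299 lung cancer cells, p53-null (H1299-neo) or expressing p53 A138V (H1299-p53A138V), were plated overnight at 37C, then exposed to compounds at up to 46 uM for 24 hr at 39C. Viability was read by ATP-based luminescence.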
TSG101-PTAP inh: TSG101-PTAP interaction inhibition, HIV-1 budding; Q99816; Fluorescence polarization, FITC-PTAP peptide/Tsg101, 20 min; Potency, µM (highest dose often 115 µM), for the others: top-dose activity change, negative = inhibition, hits mostly inhibitors; 44,000 tested, under 10 active; also: potency is read from the fitted curve at half-maximal effect; 0% is about no effect
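Steps: Tsg101 binding domain (10 uM final) in HEPES pH 7.5/NaCl/Tween 20/EDTA/TCEP; add compound; add FITC-PTAP peptide (50 nM final); incubate 20 min r.t.; read polarization.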
GALK inhibitor: inhibits human galactokinase; recombinant GALK, Kinase-Glo ATP luminescence, 1 h; Potency, µM (highest dose often 57.5 µM), inactives show at the top dose activity, negative = inhibition, most hits filed as inhibitors; 44,000 tested, under 10 active; AID 1347072; P51570;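 also: plate controls were full GALK reaction for no effect and reaction lacking GALK for full effect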
Target sequence (P51570 whole entry, looked up): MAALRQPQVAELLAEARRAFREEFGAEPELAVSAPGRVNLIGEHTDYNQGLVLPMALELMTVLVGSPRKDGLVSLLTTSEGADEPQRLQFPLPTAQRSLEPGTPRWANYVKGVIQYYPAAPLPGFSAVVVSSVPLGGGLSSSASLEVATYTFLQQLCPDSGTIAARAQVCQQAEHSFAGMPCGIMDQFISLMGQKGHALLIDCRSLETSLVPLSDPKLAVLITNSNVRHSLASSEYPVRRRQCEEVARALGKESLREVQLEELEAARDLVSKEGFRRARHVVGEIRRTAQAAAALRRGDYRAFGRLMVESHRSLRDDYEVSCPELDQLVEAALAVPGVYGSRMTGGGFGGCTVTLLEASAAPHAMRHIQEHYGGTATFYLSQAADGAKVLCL
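Human GALK (5 nM) was incubated with 35 uM ATP and 100 uM galactose in 20 mM HEPES pH 8.0 with MgCl2, NaCl, DTT and BSA for 1 h at room temperature. Remaining ATP was measured by Kinase-Glo Plus luminescence.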
B2AR arrestin ag: ADRB2 beta-arrestin recruitment; 44,000 tested, under 10 active; P07550; AID 1347077; HTLA Tango cells, beta-arrestin recruitment, luciferase luminescence, 18 h; Potency, µM (highest dose often 46.1 µM), for inactives: top-dose activation, actives largely listed as activators;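 also: potency is read from the fitted curve at half-maximal effect; 0% = DMSO and full agonism = EC100 isoproterenol or metaproterenol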
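First, Tango cells carrying beta2-AR and beta-arrestin fusions received compound up to 46 microM. After 18 hr at 37 degrees C, luciferase substrate was added for 15 minutes, then luminescence gave %Activity for curve fitting.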
FH mod: Identification of activators of human fumarate hydratase by quantitative high-throughput screening | Fumarate hydratase, mitochondrial (Homo sapiens), P07954 | FH coupled MDH/diaphorase resazurin fluorescence, 15 min | Potency, µM (series often up to 79.9 µM), for inactives: at the highest dose activity change, negative = inhibition, hits mostly inhibitors | 54,000 compounds, 0.22% hits | AID 1347055, 2019; also: potency is read from the fitted curve at half-maximal effect; % is scaled to controls: 0 for no effect and ±100 for the full control effect; the screen sought activators but most active calls are inhibition curves; nearly all actives have a fitted effect of over 45% in size
Numbers without * were called inactive; ? = inconclusive; · = no result given; [ ] = dose if it differs, or a comment. Calls follow the shape of the dose curve; as a rule, active = well fitted curve in the direction sought with a large enough effect; inconclusive = small, poorly fitted or top-dose-only effect, or another doubt; inactive = no such curve, though single readings can be large; an effect the other way counts as inactive or inconclusive.

Compound,TSG101-PTAP inh,B2AR arrestin ag,NTMT1 inh,GALK inhibitor,p53null 39C tox,p53null 32C kill,FH mod
O=C(Nc1ccc(Br)cc1C(=O)c1ccccc1)c1ccccc1,-1%,0%,4%,3%,3%,-6%,-7%
O=C(Nc1ccc(OC(F)(F)F)cc1)C1CCN(S(=O)(=O)c2cccs2)CC1,0%,-1%,11%,-1%,1%,34%[activator],-14%
COc1ccc(C(c2c(O)c3ccccc3oc2=O)c2c(C)n(C)n(-c3ccccc3)c2=O)cc1 (centres undefined),-10%,1%,1%,1%,34%[activator],6%,1%
COc1ccc(S(=O)(=O)NCCc2sc3nc(-c4ccc(C)cc4)nn3c2C)cc1F,-4%,-2%,9%,-1%,?,-4%,-16%
O=C(COc1ccccc1Cl)Nc1ccc2nc(SCC(=O)N3CCCC3)sc2c1,0%,-5%,-4%,2%,?,-20%,-18%
Cc1oc(-c2ccccc2Cl)nc1CN1C(=O)CN=C(c2ccccc2)c2cc(Cl)ccc21,1%,-3%,2%,4%,-9%,11%,-12%
O=C(COc1cccc(Cl)c1)N1CCN(CCc2ccncc2)CC1,6%,-4%,-15%,1%,-12%,6%,15%
Cc1ccc(-n2nc3ccc(NC(=O)COc4ccccc4C)cc3n2)cc1,3%,0%,2%,1%,?,-19%,-17%
CCCn1c2ccccc2c2nnc(SCC(=O)Nc3cccc(C(C)=O)c3)nc21,-5%,1%,-2%,6%,?,-10%,-19%
CC(=O)c1cccc(NC(=O)c2cccn(Cc3cccc(C)c3)c2=O)c1,0%,-4%,3%,0%,2%,7%,-25%
Cc1cccc2sc(NC(=O)c3cccn(Cc4ccccc4)c3=O)nc12,-1%,-4%,-16%,-2%,-18%,-13%,-10%
Cc1ccc(-n2c(=O)[nH]c3ccc(Br)cc3c2=O)cc1,0%,-1%,·,1%,3%,0%,·

2 compounds from above, showing only NTMT1 inh, B2AR arrestin ag and p53null 32C kill:
mol | NTMT1 inh | B2AR arrestin ag | p53null 32C kill
Cc1ccc(-n2nc3ccc(NC(=O)COc4ccccc4C)cc3n2)cc1 | 2% | 0% | -19%
CCCn1c2ccccc2c2nnc(SCC(=O)Nc3cccc(C(C)=O)c3)nc21 | -2% | 1% | -10%

The list continues:
Compound,TSG101-PTAP inh,B2AR arrestin ag,NTMT1 inh,GALK inhibitor,p53null 39C tox,p53null 32C kill,FH mod
CCN(CC)C(=O)c1ccc(NC(=O)COc2ccc(-c3nn(C)c(=O)c4ccccc34)cc2)cc1,-3%,-1%,?,2%,-26%,-3%,-22%
CCc1ccc(OCC(=O)Nc2cc3oc4ccccc4c3cc2OC)cc1,-4%,0%,7%,0%,-22%,?,0%
Cc1ccc(-c2nn(CCC(=O)Nc3ccc(OC(F)(F)F)cc3)c(=O)c3ccccc23)cc1,3%,0%,10%,8%,-3%,?,-22%
COc1ccc(OCCn2c(NC(=O)c3ccc(OC)cc3)nc3ccccc32)cc1,-2%,1%,6%,0%,-13%,?,-5%
COc1ccccc1CNC(=O)CCC1N=C2c3ccccc3N=C(SCc3cccc(Cl)c3)N2C1=O (centres undefined),-5%,-1%,5%,-6%,?,3%,?
O=S1(=O)N(Cc2ccccc2)CCCN1Cc1ccc(F)cc1Cl,0%,0%,12%,0%,3%,-4%,-1%
Cc1cccc(OCC(=O)Nc2cc(-c3ccccc3F)nn2-c2ccccc2)c1,-2%,0%,1%,2%,?,6%,5%
O=C(Nc1ccc(OC(F)(F)F)cc1)c1cccn(Cc2ccccc2Cl)c1=O,3%,-1%,-4%,2%,18%,-1%,-13%
Cc1ccccc1Cn1cccc(C(=O)Nc2nc3ccccc3s2)c1=O,-2%,-1%,-12%,-5%,14%,10µM*,-6%
N#Cc1cc2c(nc1SCC(=O)Nc1cccc(C(F)(F)F)c1)C1CCN2CC1,0%,0%,-5%,-2%,-4%,6%,1%
O=C(Nc1ccc(Cl)cc1C(=O)c1ccccc1)c1cc(Cl)cc(Cl)c1,-2%,0%,-7%,-8%,-5%,5%,-5%
c1cnc2c(c1)ncn2C1CCNCC1,-7%,1%,9%,2%,2%,0%,3%

Ordered by number of heavy atoms (low to high): some entries from above
Compound,TSG101-PTAP inh,B2AR arrestin ag,NTMT1 inh,GALK inhibitor,p53null 39C tox,p53null 32C kill,FH mod
c1cnc2c(c1)ncn2C1CCNCC1,-7%,1%,9%,2%,2%,0%,3%
Cc1ccc(-n2c(=O)[nH]c3ccc(Br)cc3c2=O)cc1,0%,-1%,·,1%,3%,0%,·
O=S1(=O)N(Cc2ccccc2)CCCN1Cc1ccc(F)cc1Cl,0%,0%,12%,0%,3%,-4%,-1%
O=C(COc1cccc(Cl)c1)N1CCN(CCc2ccncc2)CC1,6%,-4%,-15%,1%,-12%,6%,15%
O=C(Nc1ccc(Cl)cc1C(=O)c1ccccc1)c1cc(Cl)cc(Cl)c1,-2%,0%,-7%,-8%,-5%,5%,-5%
Cc1cccc2sc(NC(=O)c3cccn(Cc4ccccc4)c3=O)nc12,-1%,-4%,-16%,-2%,-18%,-13%,-10%
Cc1ccc(-n2nc3ccc(NC(=O)COc4ccccc4C)cc3n2)cc1,3%,0%,2%,1%,?,-19%,-17%
N#Cc1cc2c(nc1SCC(=O)Nc1cccc(C(F)(F)F)c1)C1CCN2CC1,0%,0%,-5%,-2%,-4%,6%,1%
CCCn1c2ccccc2c2nnc(SCC(=O)Nc3cccc(C(C)=O)c3)nc21,-5%,1%,-2%,6%,?,-10%,-19%
COc1ccc(OCCn2c(NC(=O)c3ccc(OC)cc3)nc3ccccc32)cc1,-2%,1%,6%,0%,-13%,?,-5%
Cc1ccc(-c2nn(CCC(=O)Nc3ccc(OC(F)(F)F)cc3)c(=O)c3ccccc23)cc1,3%,0%,10%,8%,-3%,?,-22%
CCN(CC)C(=O)c1ccc(NC(=O)COc2ccc(-c3nn(C)c(=O)c4ccccc34)cc2)cc1,-3%,-1%,?,2%,-26%,-3%,-22%
COc1ccccc1CNC(=O)CCC1N=C2c3ccccc3N=C(SCc3cccc(Cl)c3)N2C1=O (centres undefined),-5%,-1%,5%,-6%,?,3%,?

Screens: PubChem BioAssay, National Center for Advancing Translational Sciences (NCATS)

These rows are one share of the data; the hit share may differ from the screen's.
